# Screening results deposited in PubChem by Broad Institute.
# miR-122 sensor: blocks miR-122 activity in Huh7 sensor cells; AID 602342; 0.3% of 340,000 active; Huh7 miR-122 Renilla luciferase sensor, 48 h; neutral wells = 0, positive control = 100; activation (reporter increase), % at 12.5 µM;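 active means mean replicate activation score at least 90 and every replicate individually at or above 90; inconclusive means only one of the two criteria met; inactive means neither criterion met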;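 further: higher luciferase means less miR-122 activity so hits act as miR-122 inhibitors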
# EWS-Fli inh: blocks EWS/Fli oncoprotein-driven transcription | A673 NR0B1-luciferase reporter, viability-normalised | inhibition, % at 12.6 µM | 0.67% of 350,000 active | AID 651661;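 active means mean inhibition of at least 50% after viability correction, with every replicate also passing that limit; inconclusive means mean reaches 50% but only one of two replicates passes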;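 further: firefly luciferase signal divided by Alamar Blue viability fluorescence both relative to DMSO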
# FN deposit inh: fibronectin deposition inhibition; 0.086% of 350,000 active; AID 743247; inhibition, % at 12.6 µM; AH1F fibroblasts, Alexa488-fibronectin deposition fluorescence, overnight;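 active means mean inhibition across replicates of 30% or more, regardless of how many single replicates reach that level; inconclusive means mean under 30% yet at least half of replicates reach 30%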;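 further: positive control wells lacked labelled fibronectin entirely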
#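 test system = AH1F fibroblasts assembling fluorescent fibronectin matrix | quantity = 10000 AH1F cells per well | buffer or medium = DMEM plus 2% serum, read in PBS | doses = single dose, pinned | incubation = 1 h cell attachment, overnight exposure to compound and label | detection = fluorescence at 485 nm excitation, 525 nm emission | read-out basis = inhibition from reduced deposited-fibronectin fluorescence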
# PAX8 inh HTS: PAX8 transcriptional activity inhibition; RMG-I TPO-luciferase reporter, SteadyGlo, 24 h; inhibition, % at 12.6 µM; 1.2% of 360,000 active; AID 652154;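 active means mean replicate inhibition at least 60% with every replicate also reaching 60%; inconclusive means only one of the two criteria is met; inactive means mean below 60% and not all replicates reaching 60%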;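 further: luciferase light reporting Pax8 driven TPO promoter activity; plate controls were median of neutral control wells for no effect and mitoxantrone controls for full effect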
# DENV2 CPE: protects cells from dengue virus 2 cytopathic effect; AID 651640; 1.7% of 350,000 active; DENV2-infected cells, cytopathic effect rescue, plate reader; CPE inhibition, % at 9.99 µM; in the data active means CPE inhibition above about 20%, passing the limit was not always enough; inconclusive means no clear call, values can overlap the other calls; tested in BHK-21 cells;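 further: 0% = median of neutral control wells and 100% = median of positive control wells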
# INS-1E GSIS act: GLuc luminescence reporter in INS-1E cells, primary screen for activators of glucose-dependent secretion of insulin; INS-1E GLuc reporter insulin secretion, 2-3 h; activation, % at 16.6 µM; 0.61% of 370,000 active;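 active means lowest replicate activation of at least 40%, so every replicate reaches that level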;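 further: 0% = median of neutral control wells and 100% = median of IBMX positive control wells; some compounds called inactive have numbers as strong as hits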
# F508del corr: CFTR F508del correction in bronchial cells; CFBE cells, YFP halide quenching; stimulated with forskolin plus potentiator P3; % fluorescence drop versus neutral controls; activity (quench increase), % at 7.58 µM; 0.36% of 350,000 active;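 active means mean added fluorescence quench of at least 8% versus neutral control, with both replicates also reaching 8%; inconclusive means only one of the mean or replicate conditions met; inactive means mean below 8% and not both replicates reaching 8%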;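 further: cells transiently co-express mutant CFTR-F508del with the halide-sensitive YFP; corrector assay measuring rescue of mutant channel to the surface after 24 h compound exposure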
# Active calls of the source: *; i = inactive; ? = inconclusive; . = no result given; & = joins results of further samples; [ ] = dose if it differs, or a comment.
# Results follow in this order: miR-122 sensor	EWS-Fli inh	FN deposit inh	PAX8 inh HTS	DENV2 CPE	INS-1E GSIS act	F508del corr
1) O=C(NCCc1ccccn1)c1ccc(S(=O)(=O)N2CCCCCC2)cc1
    -12	.	1	13	.	.	.
2) COc1ccccc1CNC(=O)C1CCN(S(=O)(=O)c2ccc3c(c2)OCCO3)CC1
    .	5	-9	-4	-1	-1	1.4
3) Cc1nnsc1S(=O)c1ccccc1Cl (centres undefined)
    -10	10	-2	7	4	-2	.
4) C=CCNC(=O)c1ccc(S(=O)(=O)CC)c(Cl)c1Cl
    -3	7	6	1	0	-2	-0.3
5) CC1(C(=O)O)Oc2cccnc2NC1=O (centres undefined)
    .	-9	0	-2	1	-2	-2.1
6) COc1ccc(/C=C2\SC(=S)N(N3C(=O)CCC3=O)C2=O)cc1O
    -7	11	6	-5	2	-8	-4.1
7) NC(=O)c1ccccc1NC(=O)c1ccc2c(c1)OCO2
    .	-35	8	-40	-2	10	1.3
8) CCOc1ncccc1C(=O)OCC(=O)c1cccs1
    -4	-2	.	.	-8	50*	1.1
9) Cc1[nH]nc(SCC(=O)N2CCCC2)c1[N+](=O)[O-]
    -3	-8	6	0	-3	-20	1.8
10) CN(CC(=O)Nc1ccc(F)cc1)CC(=O)NC1CCCCC1
    -1	5	-14	14	-7	-4	-3.0
11) COc1ccc(NC(=O)Nc2ccc3c(c2)C(=O)N([C@H](C)CO)C[C@@H](C)[C@@H](CN(C)CC2CCCCC2)OCCCC[C@H](C)O3)cc1
    -2[16.7 µM]	6	.	-6	7	14	-3.1
12) CC(C)(C)OC(=O)NCCCC[C@H](NC(=O)c1nc[nH]c1C(=O)NCc1ccc(CNC(=O)OC(C)(C)C)cc1)C(=O)OC(C)(C)C
    -11	15	7	31	16	-28	-2.2
13) Cc1ccc(Nc2ncc3c(n2)CC(C)(C)CC3=O)cc1
    .	-111	6	-117	8	2	-1.1
14) O=C(NC1CCCC1)[C@H]1[C@H](CO)[C@H]2Cn3c(cccc3=O)[C@H]2N1CC1CCOCC1
    .	-8	-7	.	-4	1	-0.8
15) C[C@@H]1CN([C@H](C)CO)C(=O)c2cc(-c3ccc(C#N)cc3)cnc2O[C@@H]1CN(C)Cc1cncnc1
    .	5	-16	.	?	0	0.4
16) C[C@@H]1CN([C@H](C)CO)C(=O)CCCn2nncc2CO[C@@H]1CN(C)S(=O)(=O)c1ccc(Oc2ccccc2)cc1
    -8	3&7&5	16&11	10&12	-13&-18&1	9&-8	4.3&0.4&-2.6
17) C[C@@H]1CN([C@@H](C)CO)C(=O)Cc2cc(NS(=O)(=O)c3cccs3)ccc2O[C@H]1CN(C)Cc1ccc(C(F)(F)F)cc1
    -13[16.7 µM]	33	.	91*	-5	-19	2.3
18) COc1cccc(C#Cc2ccc3c(c2)O[C@H](CN(C)S(=O)(=O)c2ccccc2F)[C@@H](C)CN([C@@H](C)CO)S3(=O)=O)c1
    3[16.7 µM]	-26	.	19	18	3	-0.7
19) O=C(C[C@H]1C[C@H]2c3cc(NC(=O)Nc4ccccc4)ccc3O[C@H]2[C@H](CO)O1)NCc1ccncc1
    1[16.7 µM]	0	-9	-9	62*	21	-2.5
20) O=C(NC1CCC(O)CC1)c1cc(Cl)c2c(c1)OCCO2 (centres undefined)
    -8	-5	.	-25	-5	12	-0.5
21) Cc1ccc([C@H]2C[C@@H](O)[C@H](n3cc(COC(=O)c4ccccc4)nn3)CN2Cc2cccs2)cc1
    -3	-5	3	-14	?	-20	-0.2
22) CN1C(=O)c2cc(NS(C)(=O)=O)ccc2OC[C@H]2O[C@H](CC(=O)NCc3ccc(-c4ccccc4)cc3)CC[C@@H]21
    .	-1	6	12	4	-6	.
23) CCCCC[n+]1ccn(C2=C([O-])c3ccccc3C(=O)/C2=N\S(=O)(=O)c2ccccc2)c1
    -3	.	-9	52	.	.	.
24) CC1C/C=C/C=C/C=C/C=C/C(O[C@@H]2O[C@H](C)[C@@H](O)[C@H](N)[C@@H]2O)CC2OC(O)(CC(O)CC3OC3/C=C/C(=O)O1)CC(O)C2C(=O)O (some centres undefined)
    .	4	0	4	9	.	-2.0
25) COc1ccc(NC(=O)N2CCCCN3[C@H](CO)[C@@H](c4ccc(C5=CCCC5)cc4)[C@@H]3C2)cc1
    16[16.7 µM]	-10	.	6	12	.	-1.0
26) COc1ccc(N2CCN(C(=O)CSc3nc4cc(OC)c(OC)cc4cc3C#N)CC2)cc1
    3	.	-5	-9	.	.	.
27) Cc1ccc(NC(=O)CN2CCc3ccccc3C2)cc1C
    -3	0	-3	3	-5	-2	0.1
28) COc1ccc(OC)c(CN2CCSCC2)c1
    -10	5	-15	33	?	9	-6.6
29) Cc1ccc(S(=O)(=O)N2CCN(C(=O)COC(=O)C3CC3C)CC2)c(C)c1 (centres undefined)
    .	0	-8	3	4	-10	-2.5
30) COc1ccc2oc(=O)c(/C(C)=N/Nc3ccccc3)cc2c1
    .	-4	0	16	8	20	3.3
31) Cn1c(=O)c2sccc2n2c(CCCC(=O)N3CCCCC3)nnc12
    5	-4	6	-3	6	8	1.3
32) Cc1nc2ccccc2n1CC(=O)NCCN1CCOCC1
    -2	.	10	.	.	22	.
33) O=c1cc(-c2ccccc2)cc(-c2ccccc2)n1CCO
    .	-3	4	-18	0	36	-0.3
34) COc1cccc(C#Cc2ccc([C@H]3[C@H](CO)N4C(=O)CN(C(=O)Cc5cccnc5)C[C@@H]34)cc2)c1
    .	-6	-1	.	-3	-10	1.4
35) Fc1cccc(Cl)c1Cn1nnc(-c2ccc(N3CCOCC3)cc2)n1
    -9	.	1	-13	.	.	.
36) C[C@@H]1CN([C@H](C)CO)S(=O)(=O)c2ccc(C3=CCCC3)cc2O[C@H]1CN(C)C(=O)c1cccnc1
    7[16.7 µM]	-3	0	.	9	3	-2.8
37) Cc1ccc(C(=O)Nc2nccs2)cc1
    -2	-40	.	-79	.	9	-0.2
38) CCC1=Nc2cc(C(=O)NCCCOC(C)C)ccc2Sc2ccccc21
    -6	.	-10	32	.	.	.
39) COc1ccc(NC(=O)CSc2nc3ccsc3c(=O)n2Cc2ccccn2)c(OC)c1
    .	-24	-21	1	-2	-9	0.7
40) O=C(NNc1cc(Br)c(O)c(Br)c1)c1ccccc1
    .	-8	14	17	-1	-9	2.9

# Three of the compounds above, as tab-separated lines.
nr	molecule	miR-122 sensor	EWS-Fli inh	FN deposit inh	PAX8 inh HTS	DENV2 CPE	INS-1E GSIS act	F508del corr
25	COc1ccc(NC(=O)N2CCCCN3[C@H](CO)[C@@H](c4ccc(C5=CCCC5)cc4)[C@@H]3C2)cc1	16[16.7 µM]	-10	.	6	12	.	-1.0
26	COc1ccc(N2CCN(C(=O)CSc3nc4cc(OC)c(OC)cc4cc3C#N)CC2)cc1	3	.	-5	-9	.	.	.
27	Cc1ccc(NC(=O)CN2CCc3ccccc3C2)cc1C	-3	0	-3	3	-5	-2	0.1

# Additional structures:
# Results follow in this order: miR-122 sensor	EWS-Fli inh	FN deposit inh	PAX8 inh HTS	DENV2 CPE	INS-1E GSIS act	F508del corr
41) C[C@@H]1CN([C@H](C)CO)C(=O)c2cc(NC(=O)Nc3ccc(C(F)(F)F)cc3)ccc2O[C@@H](C)CCCCO[C@@H]1CN(C)C(=O)C1CCCCC1
    -5[16.7 µM]	-4	.	.	-3	2	7.9
42) O=C(Nc1nnc(SCC(=O)N2CCCCC2)s1)c1ccc(F)cc1F
    -6	1	7	-20	0	11	2.1
43) CSc1ccc(Cn2nnc(C(=O)NCc3ccccc3)c2N)cc1
    8	-4	-4	-7	3	1	0.2
44) Cc1cc(NC(=O)C2CCCN(S(=O)(=O)c3c(C)noc3C)C2)n[nH]1 (centres undefined)
    .	2	-3	-19	-10	.	-0.8
45) Cc1ccccc1NC(=O)Cc1nc(CCl)cs1
    .	10	.	1	.	-8	.
46) CN(C)c1ccc2c(c1)[C@@H]1C[C@@H](CC(=O)NCc3ccc4c(c3)OCO4)O[C@@H](CO)[C@@H]1O2
    -5[16.7 µM]	-4	.	10	0	13	1.1
47) CC(=O)O/N=C(\N)Cc1ccc(-c2csnn2)cc1
    .	-1	-12	5	9	.	-1.4
48) Cc1cc(C)c(C(=O)c2ccccc2)c(C)c1
    .	7	-2	.	8	8	0.1
49) CCCCN1C(=O)NC(NC(=O)c2ccco2)(C(F)(F)F)C1=O (centres undefined)
    -3	.	5	4	.	.	.
50) COc1ccc(N=Nc2nc(-c3ccccc3)c(-c3ccccc3)[nH]2)cc1
    -9	1	4	-8	-6	.	.
51) CCOC(=O)C1=CCC(c2cccc(Cl)c2)N(S(=O)(=O)c2ccc(C)cc2)C1 (centres undefined)
    6	6	-10	-63	2	-6	2.2
52) Cc1cccc(OCC(=O)OC(C)C(=O)Nc2ccc(Cl)cn2)c1 (centres undefined)
    -4	-6	2	-14	4	-5	1.8
53) COc1ccc(/C=C(/NC(=O)c2ccc(OC)c(OC)c2)C(=O)NCCCn2ccnc2)cc1
    10	-3	0	-6	2	17	-0.3
54) CC(C)NC(=O)Nc1ccc2c(c1)C(=O)N([C@H](C)CO)C[C@H](C)[C@H](CN(C)S(=O)(=O)c1cccs1)OCCCC[C@@H](C)O2
    18[16.7 µM]	-1	16	7	?	30	-0.3
55) COc1ccc2cc(C3(C)NC(=O)N(CC(=O)NCc4ccco4)C3=O)ccc2c1 (centres undefined)
    3	.	0	3	.	.	.
56) O=C(C[C@H]1CC[C@H]2[C@@H](COC[C@H](O)CN2Cc2ccc(Cl)cc2)O1)Nc1nccs1
    -13[16.7 µM]	-1	-15	-2	-2	-22	0.3
57) COCCNC(=O)c1ccc2c(=O)n(CCCN3CCCC3=O)c(=S)[nH]c2c1
    -4	3	-1	-6	5	10	0.7
58) Cc1ccc(NC(=O)CN(C)c2ccc(S(=O)(=O)N3CCCC3)cn2)cc1
    0	0	.	-8	-1	-8	-1.3
59) C=C(C)Cn1c(-c2cccc([N+](=O)[O-])c2)n[nH]c1=S
    .	5	.	-2	.	-4	0.8
60) Cc1ccc(S(=O)(=O)NCCc2cccs2)cc1
    .	10	0	7	0	4	1.2
61) CC(C)CC#Cc1cnc2c(c1)C(=O)N([C@H](C)CO)C[C@H](C)[C@@H](CN(C)S(C)(=O)=O)O2
    0[16.7 µM]	-2	2	.	9	-2	0.0
62) Cc1cc(C)n(CCOc2ccc(Br)cc2)n1
    3	-18	-1	11	-2	3	2.6
63) Cc1noc(C)c1NC(=O)Nc1cccc2c1O[C@H](CN(C)CC1CCCCC1)[C@@H](C)CN([C@@H](C)CO)C2=O
    61[16.7 µM]	-10	.	3	-3	-5	0.1
64) COC(=O)c1ccc(/C=N/OCC(=O)NCc2ccc(F)cc2)cc1
    2	4	7	-10	-3	4	1.0
65) Cc1ccc(S(=O)(=O)Nc2ccc3c(c2)C(=O)N([C@@H](C)CO)C[C@@H](C)[C@@H](CN(C)S(=O)(=O)c2cn(C)cn2)OCCCC[C@H](C)O3)cc1
    7[16.7 µM]	-4	-11	-18	26*	9	-1.1
66) CCCOc1ccc(/C(O)=C2/C(=O)C(=O)N(c3ccccn3)C2c2ccc(OC)cc2)cc1C (centres undefined)
    -5	-14	0	7	2	5	3.0
67) CN(NC(=S)Nc1ccc(OC(F)F)cc1)C(=S)Nc1ccc(OC(F)F)cc1
    .	2	1	-11	0	.	.
68) CCC(C)C(Nc1ncnc2scc(-c3ccccc3)c12)C(=O)O (centres undefined)
    -1	i	1	4	3	28	0.4
69) CCCN(CCC)CCNC(=O)c1cc2c(C)nc3ccccc3c2o1
    -6	.	-6	.	.	2	.
70) CO[C@H](CN(C)S(=O)(=O)c1cccc(Cl)c1)[C@@H](C)CN(C(=O)Nc1ccccc1F)[C@@H](C)CO
    .	-9	3	.	1	-12	2.4
71) Cc1cc(NC(=O)CSc2ccc(F)cc2)no1
    .	-3	4	0	.	10	-0.6
